Tn7 DDE FP: DD(E)-Tn7 binding inhibition, primary FP screen; FP displacement of FITC-Tn7 peptide from fibrin DD(E); 0% = median of compound wells per plate; inhibition, % at 8.3 µM; 370,000 compounds, 0.13% hits; P02675;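 active = inhibition above the mean of compounds falling within the control limits plus 3 SD of them, cut at about 14% in these data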;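 note: 0% = plate median of compound wells and 100% = 10 µM Aha-Tn7 peptide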
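system = human fibrin DD(E) protein | quantity = DD(E) 2 µM final | medium = Tris/NaCl/CaCl2 buffer, pH 7.8 | also added = labelled Tn7 tracer, 0.1 µM | compound dosing = single point at 8.3 µM | timing = compound with protein 10 min, then 3 h after probe, room temperature | signal = FP measurement | benchmarks = Aha-Tn7 high control | repeats = one replicate per compound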
TDP2 absorb: TDP2 (human) inhibition, absorbance primary screen; recombinant TDP2, T5PNP hydrolysis, p-nitrophenol absorbance 415 nm; inhibition, % at 12.8 µM; 370,000 compounds, 0.34% hits;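 active = inhibition above the mean of all tested compounds plus 3 SD, set per campaign, cut at about 25% in these data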;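 note: 0% = DMSO with enzyme and 100% = buffer with substrate but no TDP2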
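System – recombinant human TDP2 · Quantity – TDP2 enzyme at 120 nM final · Doses – single concentration, 12.8 µM nominal, with 1% DMSO · Incubation – 2 h at 37 °C · Measured by – epi absorbance of p-nitrophenol freed from T5PNP by hydrolysis · Read-out – % inhibition relative to enzyme-containing and enzyme-free wells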
PLCg1 inh: PLC-gamma1 (human) inhibition, primary screen; P19174; purified PLC-gamma1, fluorogenic substrate, fluorescence; inhibition, % at 12.2 µM; 370,000 compounds, 0.84% hits; AID 720700; in the data active = inhibition above about 9.5%
Target sequence (P19174 whole entry, looked up): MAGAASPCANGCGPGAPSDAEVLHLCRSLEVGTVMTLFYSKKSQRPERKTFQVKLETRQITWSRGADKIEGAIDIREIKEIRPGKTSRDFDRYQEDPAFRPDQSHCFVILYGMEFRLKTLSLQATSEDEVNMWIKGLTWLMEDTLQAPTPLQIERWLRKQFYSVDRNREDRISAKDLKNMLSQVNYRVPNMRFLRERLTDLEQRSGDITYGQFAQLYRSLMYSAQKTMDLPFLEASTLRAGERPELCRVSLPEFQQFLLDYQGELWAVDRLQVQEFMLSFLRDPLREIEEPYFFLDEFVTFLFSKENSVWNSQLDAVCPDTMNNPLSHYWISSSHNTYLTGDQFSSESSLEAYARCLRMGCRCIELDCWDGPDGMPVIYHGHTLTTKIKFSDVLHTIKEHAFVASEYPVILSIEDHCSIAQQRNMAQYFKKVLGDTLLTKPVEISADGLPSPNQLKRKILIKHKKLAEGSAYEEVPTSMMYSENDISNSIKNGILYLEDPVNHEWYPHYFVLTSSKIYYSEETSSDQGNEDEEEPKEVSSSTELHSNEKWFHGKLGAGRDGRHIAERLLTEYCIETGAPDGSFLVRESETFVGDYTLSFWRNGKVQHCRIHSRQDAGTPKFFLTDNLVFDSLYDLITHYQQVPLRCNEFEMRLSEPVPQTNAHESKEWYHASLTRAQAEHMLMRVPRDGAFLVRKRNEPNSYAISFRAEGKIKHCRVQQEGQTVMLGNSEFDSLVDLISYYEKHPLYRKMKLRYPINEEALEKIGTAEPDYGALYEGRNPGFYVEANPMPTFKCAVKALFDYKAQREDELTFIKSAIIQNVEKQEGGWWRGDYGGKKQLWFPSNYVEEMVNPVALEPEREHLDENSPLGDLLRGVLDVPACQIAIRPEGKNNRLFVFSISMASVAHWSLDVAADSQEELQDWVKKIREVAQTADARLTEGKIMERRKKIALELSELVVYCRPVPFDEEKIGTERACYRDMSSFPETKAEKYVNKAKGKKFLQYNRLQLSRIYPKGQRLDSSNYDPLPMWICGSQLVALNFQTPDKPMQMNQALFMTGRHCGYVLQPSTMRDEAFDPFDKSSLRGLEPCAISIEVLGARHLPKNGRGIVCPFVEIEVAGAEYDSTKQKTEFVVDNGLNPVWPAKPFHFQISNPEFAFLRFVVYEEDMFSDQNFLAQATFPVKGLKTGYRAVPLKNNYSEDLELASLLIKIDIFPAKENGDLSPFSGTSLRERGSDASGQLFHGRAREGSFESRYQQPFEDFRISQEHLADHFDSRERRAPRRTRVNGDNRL
KLK7 zymogen act: activates the human kallikrein-7 zymogen. P49862. purified proKLK7, EDANS-DABCYL substrate fluorescence; 100% is mature enzyme control, 0% vehicle. activation, % at 7 µM. 370,000 compounds, 0.9% hits;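 active = activation above the mean of all tested compounds plus 3 SD, computed per campaign excluding outliers beyond control limits, cut at about 13% in these data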
DDE Tn6 FP inh: disrupts Tn6 cyclic peptide binding to fibrin D-Dimer-E complex | P02675 | Fibrin DD(E) TRITC-Tn6 fluorescence polarization displacement | inhibition, % at 8.3 µM | 370,000 compounds, 0.21% hits;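 active = inhibition above a per-campaign cutoff: mean of compounds within control limits plus 3 SD, cut at about 15% in these data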;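 note: 0% = median of all compound wells on the plate and 100% = blocking peptide control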
ARFGAP1 inhibitor: inhibits rat ARF GTPase activating protein 1; Q62848; Arfgap1-stimulated ARF1 GTP hydrolysis, GDP FP detection; inhibition, % at 16.5 µM; 360,000 compounds, 0.26% hits; AID 651572;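 active = inhibition above a per-plate limit, mean inhibition of low control wells plus 3 SD, cut at about 25% in these data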;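 note: 0% = DMSO wells with enzyme and 100% = wells lacking Arfgap1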
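Replicates: Single well per compound | Assay system: Truncated rat Arfgap1 GAP domain | Control set: No-Arfgap1 wells (100%) versus DMSO full-reaction wells (0%) | Times: Enzyme reaction 120 min at 25 °C after 20 min preincubation | Reagent: Human ARF1(Δ1-17)-GTP substrate | Measured by: Tracer-displacement fluorescence polarization with EDTA stop, 620/688 nm | Measure: Percent inhibition of Arfgap1-stimulated GTP hydrolysis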
ADAM17 inh: ADAM17 inhibition, QFRET primary screen | P78536 | recombinant ADAM17, EDANS/DABCYL FRET peptide cleavage | inhibition, % at 6.95 µM | 370,000 compounds, 0.83% hits | AID 720648;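 active = inhibition above the mean of compounds lying between control limits plus 3 SD, set per campaign, cut at about 8.5% in these data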;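 note: 0% = DMSO-only wells as the low control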
ADAM10 inh: ADAM10 inhibition, QFRET primary screen; recombinant ADAM10, EDANS/DABCYL FRET peptide cleavage, 3 h; inhibition, % at 7 µM; 370,000 compounds, 0.62% hits;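 active = inhibition above a per-campaign cutoff equal to the mean of compounds falling between control-based bounds plus 3 SD, cut at about 20% in these data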;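 note: 0% = DMSO wells while the 100% control is not disclosed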
LEDGF integ inh: blocks HIV-1 LEDGF/p75-dependent DNA integration | TR-FRET IN-LEDGF/p75 DNA integration, Eu/Cy5 | inhibition, % at 3.7 µM | 370,000 compounds, 0.64% hits | AID 743269;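 active = inhibition above the screen-wide mean plus 3 SD, cut at about 13% in these data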;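 note: signal is the Cy5 over europium emission ratio at 671 and 618 nm; 0% = plate median of compound wells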
ASAP1 GAP inh: ASAP1 ArfGAP inhibition | Q9ULH1 | ASAP1-stimulated ARF1 GTP hydrolysis, GDP FP detection | inhibition, % at 16.5 µM | 360,000 compounds, 0.19% hits; in the data active = inhibition above about 25%;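 note: 0% = vehicle with enzyme and substrate and 100% = no enzyme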
* marks the source's active call; other numbers are inactive results; i = inactive; / = no result given.

nr	smiles	KLK7 zymogen act	ADAM10 inh	Tn7 DDE FP	ARFGAP1 inhibitor	ASAP1 GAP inh	LEDGF integ inh	TDP2 absorb	ADAM17 inh	DDE Tn6 FP inh	PLCg1 inh
1	COc1cc(/C=C2\SC(c3ccc(C)cc3)=NC2=O)cc(OC)c1O	0.5	-8.9	-1.7	8.8	24.8*	-2.8	7.5	0.3	6.9	-5.2
2	CC1(C)Cc2c(cnn2-c2ccc(F)cc2)C(NC(=O)C2CCC2)C1 (centres undefined)	0.0	-3.7	-3.7	6.2	5.2	-0.2	-10.1	-1.5	3.2	0.1
3	CSc1nc2[nH]c3c(c2c2nnnn12)CCCC3	14.2*	-316.9	-4.6	-7.8	9.6	2.8	5.4	-98.7	6.0	i
4	CCCCSc1nc2sc3c(c2c(=O)[nH]1)CCC3	0.9	-3.5	7.2	-14.2	4.2	-0.8	10.9	-2.8	6.7	-0.8
5	Cc1ccc(C(=O)NCC(=O)OCC(=O)Nc2ccc3[nH]c(=O)[nH]c3c2)cc1	-0.7	2.7	-4.7	17.5	4.2	-0.1	-7.9	-1.5	-3.2	-2.4
6	COC(=O)[C@@H](NC(=O)N(C1CCCCC1)C1CCCCC1)C(C)C	-0.1	0.0	4.2	-1.5	-8.8	0.4	3.9	-6.0	-0.7	0.3
7	COc1ccc(C(=O)NNC(=O)C(=O)NCc2ccccc2)cc1	-0.6	-0.8	5.4	-0.5	-4.3	0.6	2.5	-1.6	2.5	-1.1
8	NS(=O)(=O)c1ccc(CNC(=S)Nc2ccc(Cl)c(Cl)c2)cc1	0.2	9.5	-5.2	24.2	5.2	0.0	5.5	3.2	-6.8	1.2
9	COc1ccccc1CC(=O)Nc1ccc(-c2noc(COc3cccc(C)c3C)n2)cc1	0.0	-9.1	0.9	5.1	-0.6	-2.3	-7.1	4.3	10.7	3.2
10	O=C(NN=Cc1c(O)ccc2ccccc12)c1ccc2c(c1)OCO2	-1.1	-13.3	2.2	-13.7	0.0	0.0	-4.5	-3.1	10.2	-23.0
11	Cn1c(=O)c2c(-c3ccccc3)n(Cc3cccnc3)cc2n(C)c1=O	0.5	-12.2	2.6	-1.8	6.8	0.5	-2.5	-4.4	-0.7	-4.0
12	Cc1cc(C)cc(NC(=O)COC(=O)CCC2CCCC2)c1	-1.0	1.3	-0.9	-1.2	-0.8	0.6	-2.6	6.6	1.5	-0.1

nr	smiles	KLK7 zymogen act	ADAM10 inh	Tn7 DDE FP	ARFGAP1 inhibitor	ASAP1 GAP inh	LEDGF integ inh	TDP2 absorb	ADAM17 inh	DDE Tn6 FP inh	PLCg1 inh
13	Cc1cccc(NC(=O)CCS(=O)(=O)c2ccc3c(c2)NC(=O)CS3)n1	-2.3	-110.2	4.7	-6.3	-7.1	-0.4	4.4	-36.5	0.1	-9.9
14	CCOc1ncccc1C(=O)Nc1ccc(S(=O)(=O)N2CC(C)CC(C)C2)cc1 (centres undefined)	-0.3	3.1	-4.0	-4.2	-10.6	5.0	-1.1	0.8	-6.8	-0.8
15	CCC1=NN(C(=O)c2ccccc2Br)C(O)(c2ccc(Br)cc2)C1 (centres undefined)	0.1	3.5	1.8	-1.0	-5.3	0.7	-3.5	4.4	0.7	-0.2
16	O=C(Cn1c(-c2cncs2)nc2ccccc21)N1CCOCC1	-0.3	-11.6	2.9	/	/	-2.5	1.1	1.4	-3.4	-1.2
17	Brc1ccc(-c2nnc3n2CCCCC3)cc1	0.7	2.5	10.0	6.8	-2.1	-0.7	5.4	-4.3	2.3	-0.1
18	COC(=O)[C@H]1C[C@]2(C/C=C(\C)CCC=C(C)C)c3ccccc3N[C@H]2N1	/	5.8	-8.2	/	/	3.8	-8.6	0.1	4.5	-0.1
19	O=c1nc2ccc(Cl)cn2c2ccc(S(=O)(=O)N3CCOCC3)cc12	19.8*	i	1.1	-5.0	-6.1	-1.7	4.0	-496.4	2.1	i
20	CC(=O)Nc1cc(C(=O)N2CCCC2)ccc1Sc1ccc(C)cc1	0.3	-6.8	-0.5	5.9	-1.6	-1.0	4.3	-2.3	-3.7	-0.1
21	CCOC(=O)CSc1nnnn1-c1cccc2ccccc12	0.2	5.8	2.2	-15.8	-3.3	-0.3	16.2	-0.6	-4.6	2.4
22	O=C1NC(Cc2c[nH]c3ccccc23)C(=O)N1Cc1ccc(CN2C(=O)NC(Cc3c[nH]c4ccccc34)C2=O)cc1 (centres undefined)	-0.5	5.6	-9.5	7.9	29.4*	-0.3	-5.3	0.5	-7.0	1.6
23	COc1ccc(C(O)c2ncc(-c3ccc4ccccc4c3)[nH]2)cc1 (centres undefined)	-0.5	-36.6	-1.9	0.7	5.2	5.0	-12.7	-6.0	2.0	-31.8
24	CCCOc1ccc(F)cc1-c1cc(C(=O)Nc2ccc(F)c(Cl)c2)[nH]n1	0.6	-4.7	-2.1	-0.7	3.2	-2.9	-6.9	1.9	-12.2	2.8

nr	smiles	KLK7 zymogen act	ADAM10 inh	Tn7 DDE FP	ARFGAP1 inhibitor	ASAP1 GAP inh	LEDGF integ inh	TDP2 absorb	ADAM17 inh	DDE Tn6 FP inh	PLCg1 inh
25	O=C(Cc1ccccc1)Nc1cc(Cl)ccc1Sc1ccccc1	-0.3	5.7	-4.1	2.0	-13.4	2.2	-20.5	5.8	3.7	6.7
26	COc1ccc(C(=O)CN2CCN(c3ccc(Cl)cc3)CC2)cc1OC	-0.7	-9.8	-2.5	-0.5	12.2	-2.7	11.6	4.7	2.9	-2.1
27	COc1ccc(/C=C/C(=O)c2cc(Cl)cc(Cl)c2O)c(OC)c1	0.2	-3.1	-4.9	-4.2	-1.6	-3.6	6.8	-4.0	-1.4	-11.9
28	CCc1cc(/C(Cc2cscn2)=N\O)c(O)cc1O	0.1	-3.8	1.2	-7.9	0.1	-3.6	0.4	-3.5	-0.5	3.0
29	CC(C)(C)C(=O)NNC(=O)c1cc2sccc2s1	0.1	0.2	5.2	-2.9	-6.7	-3.5	-1.5	1.7	2.9	3.2
30	CC(NC(=O)c1ccc(F)cc1)C(c1cccs1)N1CCN(C)CC1 (centres undefined)	0.7	0.9	-1.9	-11.0	-8.4	-0.9	2.6	-2.8	4.0	-1.9
31	COc1ccc(CCn2c(=N)c(C(=O)NCC3CCCO3)cc3c(=O)n4ccccc4nc32)cc1OC (centres undefined)	-1.1	-18.1	1.4	-0.9	1.2	-0.6	-5.9	-4.7	1.5	-5.3
32	CCc1ccc(C(=O)COc2ccc(NC(C)=O)cc2)cc1	0.0	2.0	3.3	15.4	16.1	-2.6	9.2	-4.5	-2.8	-1.5
33	CC(OC(=O)c1ccccc1NCCO)C(=O)Nc1ccc(S(=O)(=O)N2CCOCC2)cc1 (centres undefined)	11.7	i	-7.7	-9.0	7.7	6.1	-11.4	i	3.9	i
34	COc1cccc(CNS(=O)(=O)c2ccccc2Br)c1	0.3	-3.8	1.6	7.5	-1.3	3.3	7.2	-1.4	-3.3	0.4
35	O=C(NCCn1cccn1)C1CCC(=O)N(CC2CCCCC2)C1 (centres undefined)	0.0	-0.5	2.1	-1.4	1.7	-0.9	3.4	-0.5	-0.2	-0.9
36	COc1cc(C(=O)NC(CCSC)C(=O)OCc2cc([N+](=O)[O-])cc3c2OCOC3)cc(OC)c1OC (centres undefined)	0.1	1.6	3.3	0.8	0.0	1.1	5.0	-0.7	0.2	-0.6

nr	smiles	KLK7 zymogen act	ADAM10 inh	Tn7 DDE FP	ARFGAP1 inhibitor	ASAP1 GAP inh	LEDGF integ inh	TDP2 absorb	ADAM17 inh	DDE Tn6 FP inh	PLCg1 inh
37	O=C(OCc1cn([C@H]2CN(Cc3cccs3)[C@@H](c3ccc(Cl)cc3)C[C@@H]2O)nn1)c1ccccc1	-0.2	-9.5	9.2	-4.4	9.0	-1.0	1.8	-5.2	5.7	0.1
38	COCCOC(=O)C1=C(C)NC2=C(C(=O)CC(C)(C)C2)C1c1cc2c(cc1Br)OCO2 (centres undefined)	-29.3	-7.2	4.7	1.8	6.1	0.1	-18.7	-1.2	-1.8	-200.9
39	N#C/C(=C\c1ccc(-c2ccccc2)cc1)c1nc(-c2ccco2)cs1	-0.6	2.8	-1.2	6.4	5.2	-0.4	2.1	1.9	0.7	-19.6
40	Cc1ccc(N=C2NC(=O)/C(=C/c3cccs3)S2)cc1C	0.3	2.3	4.8	-5.9	-3.2	4.6	2.4	1.7	-1.3	-9.4
41	NNC(=O)/C(=C/c1cccs1)NC(=O)c1ccccc1Cl	-0.8	3.2	-3.8	2.4	-7.0	5.2	-3.9	0.0	1.0	-2.5
42	CC1(C)CN(c2ccc(N3CC(C)(C)C3=O)cc2)C1=O	0.0	-0.6	5.4	-1.6	4.0	-4.2	4.0	-2.4	-4.8	3.6
43	CCNC(=O)CCn1nc(-c2ccc(Cl)cc2)c2ccccc2c1=O	-0.1	-7.5	4.2	0.3	4.3	0.7	2.8	-4.2	3.5	-0.4
44	CC[N+](C)(C)c1cccc(O)c1	0.7	-10.1	2.2	-7.3	-5.7	2.0	0.8	-5.8	4.5	-1.5

Reprinted at random: 7 entries already listed.
nr	smiles	KLK7 zymogen act	ADAM10 inh	Tn7 DDE FP	ARFGAP1 inhibitor	ASAP1 GAP inh	LEDGF integ inh	TDP2 absorb	ADAM17 inh	DDE Tn6 FP inh	PLCg1 inh
38	COCCOC(=O)C1=C(C)NC2=C(C(=O)CC(C)(C)C2)C1c1cc2c(cc1Br)OCO2 (centres undefined)	-29.3	-7.2	4.7	1.8	6.1	0.1	-18.7	-1.2	-1.8	-200.9
43	CCNC(=O)CCn1nc(-c2ccc(Cl)cc2)c2ccccc2c1=O	-0.1	-7.5	4.2	0.3	4.3	0.7	2.8	-4.2	3.5	-0.4
41	NNC(=O)/C(=C/c1cccs1)NC(=O)c1ccccc1Cl	-0.8	3.2	-3.8	2.4	-7.0	5.2	-3.9	0.0	1.0	-2.5
37	O=C(OCc1cn([C@H]2CN(Cc3cccs3)[C@@H](c3ccc(Cl)cc3)C[C@@H]2O)nn1)c1ccccc1	-0.2	-9.5	9.2	-4.4	9.0	-1.0	1.8	-5.2	5.7	0.1
42	CC1(C)CN(c2ccc(N3CC(C)(C)C3=O)cc2)C1=O	0.0	-0.6	5.4	-1.6	4.0	-4.2	4.0	-2.4	-4.8	3.6
44	CC[N+](C)(C)c1cccc(O)c1	0.7	-10.1	2.2	-7.3	-5.7	2.0	0.8	-5.8	4.5	-1.5
40	Cc1ccc(N=C2NC(=O)/C(=C/c3cccs3)S2)cc1C	0.3	2.3	4.8	-5.9	-3.2	4.6	2.4	1.7	-1.3	-9.4

The order is random; 4.2% or so of the library scored in one or more.
